# FBA Mtb inh: inhibits M. tuberculosis FBA enzyme; hit rate 2.3% among 360,000; P9WQA3; purified M. tuberculosis FBA, fluorescence read-out; inhibition, % at 1 µM; in the data active = inhibition above about 27%;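 note: 0% = vehicle and 100% = reference inhibitor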
# Target sequence (P9WQA3 whole entry, looked up): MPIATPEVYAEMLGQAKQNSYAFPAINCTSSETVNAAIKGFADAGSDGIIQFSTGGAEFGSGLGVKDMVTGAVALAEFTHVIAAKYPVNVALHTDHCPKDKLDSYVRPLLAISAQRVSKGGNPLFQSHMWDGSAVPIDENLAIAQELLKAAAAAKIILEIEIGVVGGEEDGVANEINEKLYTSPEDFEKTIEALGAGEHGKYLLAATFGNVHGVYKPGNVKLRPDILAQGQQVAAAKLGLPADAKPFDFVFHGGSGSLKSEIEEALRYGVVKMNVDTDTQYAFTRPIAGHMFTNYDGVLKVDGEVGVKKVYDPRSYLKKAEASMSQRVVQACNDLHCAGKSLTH
# GDH-TPI inh: GDH-TPI coupled enzyme inhibition counter-screen. AID 588335. GDH-TPI coupled enzyme counterscreen, NADH absorbance. inhibition, % at 4.8 µM. hit rate 1.2% among 360,000; in the data active = inhibition above about 30%;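 note: 0% = DMSO wells and 100% = wells lacking the enzyme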
# Anthrax LF prot: blocks Bacillus anthracis lethal factor protease; multiplex microsphere protease cleavage assay, LF; inhibition, % at 10 µM; hit rate 0.12% among 360,000; note: plate controls were buffer without enzyme for full effect and enzyme alone for no effect
# Target sequence (P15917 whole entry, looked up): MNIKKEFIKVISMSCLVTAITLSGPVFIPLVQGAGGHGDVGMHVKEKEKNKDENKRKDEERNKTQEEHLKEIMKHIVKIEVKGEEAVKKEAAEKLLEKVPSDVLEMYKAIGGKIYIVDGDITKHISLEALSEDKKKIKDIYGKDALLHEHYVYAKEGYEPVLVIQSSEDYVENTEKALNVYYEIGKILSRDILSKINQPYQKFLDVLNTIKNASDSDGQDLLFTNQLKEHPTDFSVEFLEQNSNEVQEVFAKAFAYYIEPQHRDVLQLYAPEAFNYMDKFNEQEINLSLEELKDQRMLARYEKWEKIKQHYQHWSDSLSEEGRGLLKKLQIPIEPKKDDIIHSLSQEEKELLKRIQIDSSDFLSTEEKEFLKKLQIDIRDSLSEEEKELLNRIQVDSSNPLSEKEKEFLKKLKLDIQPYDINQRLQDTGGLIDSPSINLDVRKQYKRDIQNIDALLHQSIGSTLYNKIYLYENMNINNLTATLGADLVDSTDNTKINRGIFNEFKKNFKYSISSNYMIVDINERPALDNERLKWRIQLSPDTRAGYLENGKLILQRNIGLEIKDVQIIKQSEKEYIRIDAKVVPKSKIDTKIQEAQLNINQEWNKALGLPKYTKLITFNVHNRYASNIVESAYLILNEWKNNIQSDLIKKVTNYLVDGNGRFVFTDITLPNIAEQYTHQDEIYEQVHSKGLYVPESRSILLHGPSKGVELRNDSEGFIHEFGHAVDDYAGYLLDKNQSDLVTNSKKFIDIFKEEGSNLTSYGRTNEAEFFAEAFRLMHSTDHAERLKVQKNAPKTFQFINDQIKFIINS
# FadD28 binding: blocks FadD28 binding to the bisubstrate probe. inhibition, % at 12.5 µM. fluorescence polarization. hit rate 0.22% among 360,000. AID 588549; in the data active = inhibition above about 8.5%, passing the limit was not always enough; inconclusive = no clear call, values can overlap the other calls
# PfHsp40 yeast: restores yeast growth despite PfHsp40 toxicity; S. cerevisiae expressing PfHsp40, growth rescue, ATP luminescence; AID 504582; growth rescue, % at 12.5 µM; hit rate 0.68% among 340,000; in the data active = growth rescue above about 28%, passing the limit was not always enough; inconclusive = no clear call, values can overlap the other calls;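 note: yeast W303a lacking pdr1 and pdr3 grown in galactose medium; growth measured after three days at 30 °C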
# UGM FP inh: blocks M. tuberculosis UGM enzyme; purified UGM, fluorescence polarization probe displacement; inhibition, % at 10 µM; hit rate 0.06% among 320,000; in the data active = inhibition above about 10%, passing the limit was not always enough; inconclusive = no clear call, values can overlap the other calls
# BoNT A protease: BoNT A light chain protease inhibition; multiplex microsphere protease substrate cleavage, flow cytometry; inhibition, % at 10 µM; hit rate 0.17% among 360,000; note: plate controls were buffer without enzyme for full effect and enzyme alone for no effect
# BoNT F protease: blocks Botulinum neurotoxin F light chain protease. AID 588497. Multiplex microsphere protease cleavage assay, flow cytometry. inhibition, % at 10 µM. hit rate 0.22% among 360,000; in the data active = inhibition above about 35%, passing the limit was not always enough; inconclusive = no clear call, values can overlap the other calls; note: plate controls were buffer without enzyme for full effect and enzyme alone for no effect
# BioA inh: inhibitors of Mycobacterium tuberculosis BioA enzyme | inhibition, % at 9.99 µM | AID 602481 | purified M. tuberculosis BioA enzyme, plate reader | hit rate 0.096% among 360,000; in the data active = inhibition above about 40%; inconclusive = no clear call, values can overlap the other calls
# Active calls of the source: *; ? = inconclusive; · = no result given; + = active, no number. Cut-off read from the data, not from the text of the source, unless noted: active = inhibition above about 30%; inconclusive = no clear call, values can overlap the other calls; inactive = below that.
SMILES,FBA Mtb inh,GDH-TPI inh,Anthrax LF prot,FadD28 binding,PfHsp40 yeast,UGM FP inh,BoNT A protease,BoNT F protease,BioA inh
CCCn1c(CC)nc([N+](=O)[O-])c1Sc1ncn[nH]1,2,19,3,-2.3,·,·,0.3,-5,0.0
CC(C)N(CCCNC(=O)C1CCC(CNS(=O)(=O)c2ccccc2)CC1)Cc1ccccc1 (stereo unspecified),-1,-1,3,-3.2,-0.5,-0.1,1.1,-1,-0.3
CCCCc1ccc(NC(=O)C(C)CC)cc1 (stereo unspecified),3,-5,4,-2.4,2.3,1.0,-0.6,3,·
CC(C)COc1ccc(C(=O)OC2CC(C)(C)OCC2CN(C)C)cc1 (stereo unspecified),5,10,-1,-2.6,0.9,·,0.1,2,1.2
COc1cc(-c2nnc3n2N=C(c2ccccc2)CS3)cc(OC)c1OC,3,8,0,-1.3,3.8,-2.8,0.7,-13,-0.6
NS(=O)(=O)OCC(Cc1ccccc1)N1C(=O)c2ccccc2C1=O (stereo unspecified),0,6,-8,-2.1,75*,-2.3,-0.4,-5,-0.9
COc1ccc(N2CCN(C(=O)C3CCCN(S(=O)(=O)c4ccc(C)cc4)C3)CC2)cc1 (stereo unspecified),-1,-3,0,0.0,-0.3,-1.8,0.3,-8,-1.4
CC(C)OC(=O)/C(=C\C=C\c1ccccc1)NC(=O)c1ccccc1,-1,46*,-2,1.2,0.0,0.7,-0.8,-3,-1.4
O=C(O)c1ccc(Oc2nc3ccccc3s2)cc1,-1,7,-8,-3.6,-0.6,·,0.0,4,·
CC1(C)OC(c2ccccc2)=C/C(=C\C=N\NC(=O)c2ccncc2)O1,-2,33*,-1,0.0,·,-0.4,0.0,-17,3.4
O=C1/C(=C/c2cccnc2)SC(=S)N1CCc1ccccc1,-2,7,-8,-1.5,-0.5,-0.6,-8.3,?,·
Cc1ccccc1CNC(=O)C(=O)NCC1CCCN1S(=O)(=O)c1ccccc1 (stereo unspecified),-2,-8,-3,-0.9,-0.6,1.2,0.2,14,·
C=CCn1c(COc2ccc(OC)cc2)nnc1SCn1nnc2ccccc2c1=O,-2,-1,0,-3.8,-1.7,2.9,-0.1,-1,·
CCOC(=O)C1C(c2cccs2)NC(=O)N(C)C1(O)C(F)(F)F (stereo unspecified),0,-4,0,-0.9,-1.6,-2.0,0.2,23,1.4
CC(C)CN1C(=O)N(c2ccc(Cl)cc2)C(C)(O)CC1(C)C (stereo unspecified),0,6,-7,·,-0.6,-0.6,-1.2,-6,-1.1
CCc1c(C)c2c(C)nn(-c3ccccc3)c2[nH]c1=O,6,8,-1,-1.4,0.2,-0.8,0.5,17,0.4
Cc1cccc2nc(=S)n(C(=O)c3ccco3)n12,0,27,-29,-2.8,-0.3,1.7,12,14,-1.0
Cc1sc(NC(=O)c2oc3ccccc3c2C)c(C#N)c1C,-1,-1,-5,-0.9,-1.0,1.9,-1.4,-9,-0.3
COc1ccc(O)c(-c2nc(N)nc(N)n2)c1,0,6,-3,-4.0,1.5,3.5,-0.2,-2,-0.9
CCc1c(C)nc(SCC(=O)N2C(C)CCCC2C)[nH]c1=O (stereo unspecified),2,0,0,-0.6,0.0,0.7,-0.3,-4,-2.8

# The closing 2 compounds of the section before come first, to join the parts.
SMILES,FBA Mtb inh,GDH-TPI inh,Anthrax LF prot,FadD28 binding,PfHsp40 yeast,UGM FP inh,BoNT A protease,BoNT F protease,BioA inh
COc1ccc(O)c(-c2nc(N)nc(N)n2)c1,0,6,-3,-4.0,1.5,3.5,-0.2,-2,-0.9
CCc1c(C)nc(SCC(=O)N2C(C)CCCC2C)[nH]c1=O (stereo unspecified),2,0,0,-0.6,0.0,0.7,-0.3,-4,-2.8
Cc1ccc(NC(=O)CC2SC(=NCC3CCCO3)NC2=O)cc1Cl (stereo unspecified),0,-4,2,-2.1,0.0,1.7,-0.7,-8,·
COc1cccc(N2CCN(CC(=O)Nc3ccc(SC(F)F)cc3)CC2)c1,-3,0,-2,-0.3,2.8,-2.8,-0.4,0,·
CSc1ccccc1NC(=O)CSc1nnc(CNC(=O)c2ccccc2F)n1C,0,13,-17,1.8,0.8,1.7,-2.5,-15,-1.2
O=C(CN1C(=O)COc2ccccc21)NCCCN1CCOCC1,1,5,0,-0.1,0.7,0.8,1.5,-6,-0.8
COc1ccc([N+](=O)[O-])cc1NC(=O)N(C)Cc1ccco1,0,16,6,-0.8,0.2,-1.2,-0.5,19,0.1
Cc1cccn2c(=O)c(/C=N/O)c(N3CCOCC3)nc12,-1,9,-1,-0.9,-0.6,0.6,-0.7,-8,·
CCOC(=O)CN1CC23C=CC(O2)C(C(=O)NCc2cccs2)C3C1=O (stereo unspecified),4,1,0,-0.4,5.8,-0.5,0.3,-7,0.3
CCN(CC)CCN(CC)Cc1ccccc1Br,-3,-2,1,-3.1,3.3,-3.0,0.5,-3,·
COc1ccc(OC)c(/C=N/NC(=O)c2cc[n+](CC(=O)c3ccccc3)cc2)c1,5,18,-11,-2.2,0.7,-0.9,0.4,-25,5.0
COc1ccc(C(=O)N(Cc2ccccc2)c2cccc(C)c2)cc1S(=O)(=O)N1CCOCC1,4,1,-8,-1.4,-0.6,-1.4,-5.4,?,0.6
CCOC(=O)N1CCC(NC(=O)c2cc(C(=O)Nc3ccc(S(=O)(=O)N4CCOCC4)cc3)ccc2CO)CC1,-8,-12,-4,-4.0,1.0,2.7,0.5,-2,·
N#Cc1ccccc1COc1ccc(/C=C/C(=O)O)cc1,-6,0,1,-4.4,-0.8,0.9,-0.5,-1,·
COc1ccc(-c2csc(N3CCC(C(N)=O)CC3)n2)cc1,-2,-2,-1,-1.1,0.2,-2.0,-0.4,0,0.6
O=C(CCc1ccccc1)NNC(=O)Nc1ccc(F)c(Cl)c1,2,0,3,-1.6,0.7,0.8,3.0,-5,2.1
CCc1cc(C(=O)N2CCN(S(=O)(=O)c3ccccc3F)CC2)sc1C,6,5,-4,-1.9,0.1,0.6,-0.4,-7,1.2
CCOC(=O)C1=C(C)NC(=S)NC1C (stereo unspecified),-3,-8,-2,-3.0,1.6,0.1,0.3,-2,-1.1
COc1ccc(NC(=O)c2ccc(N3C(=O)C4CC=C(C)CC4C3=O)cc2)c(OC)c1 (stereo unspecified),0,-3,-5,-1.1,2.4,-0.8,-2.7,0,-0.9
CN(C(=O)CSc1nnc(Cc2cccc3ccccc23)n1N)C1CCS(=O)(=O)C1 (stereo unspecified),-1,6,-3,-1.8,0.1,0.4,-0.3,-2,0.6
C[C@H](O)[C@@H]1C(=O)N2CCc3c([nH]c4ccccc34)[C@@H]2C[C@@H]1N(C)Cc1ccc(Cl)cc1,6,-3,-11,-3.9,·,·,-0.1,-1,-0.6
c1ccc2nc(NN=C3CCCCC3)ccc2c1,4,17,-5,-2.1,-1.0,·,1.2,0,·

# 4 compounds picked at random from those above:
SMILES,FBA Mtb inh,GDH-TPI inh,Anthrax LF prot,FadD28 binding,PfHsp40 yeast,UGM FP inh,BoNT A protease,BoNT F protease,BioA inh
Cc1ccc(NC(=O)CC2SC(=NCC3CCCO3)NC2=O)cc1Cl (stereo unspecified),0,-4,2,-2.1,0.0,1.7,-0.7,-8,·
C[C@H](O)[C@@H]1C(=O)N2CCc3c([nH]c4ccccc34)[C@@H]2C[C@@H]1N(C)Cc1ccc(Cl)cc1,6,-3,-11,-3.9,·,·,-0.1,-1,-0.6
COc1ccc(NC(=O)c2ccc(N3C(=O)C4CC=C(C)CC4C3=O)cc2)c(OC)c1 (stereo unspecified),0,-3,-5,-1.1,2.4,-0.8,-2.7,0,-0.9
c1ccc2nc(NN=C3CCCCC3)ccc2c1,4,17,-5,-2.1,-1.0,·,1.2,0,·

# Following part
SMILES,FBA Mtb inh,GDH-TPI inh,Anthrax LF prot,FadD28 binding,PfHsp40 yeast,UGM FP inh,BoNT A protease,BoNT F protease,BioA inh
Cc1cccc(NC(=O)c2cc(NC(=O)C3CCCCC3C(=O)O)ccc2Cl)n1 (stereo unspecified),-1,7,-2,-0.8,-0.9,3.0,-0.3,-4,-2.1
O=C(O)CSCc1c(F)cccc1Cl,0,-6,3,-0.9,0.7,6.0,0.3,-13,·
COc1ccc(-c2cc3ccc(OC(C)C(=O)O)cc3oc2=O)cc1 (stereo unspecified),+,16,3,-1.4,0.5,1.3,-3.1,?,3.0
COc1ccc(C/C(C)=N/NC(=O)c2ccncc2)cc1,-3,4,-2,1.4,-1.2,1.3,-0.4,2,·
O=C(NCc1ccccc1)c1csc(-c2cccnc2)n1,2,-7,-6,-2.8,-0.3,0.1,0.3,-6,·
O=C(CC1S/C(=N\S(=O)(=O)c2ccc(F)cc2)N(c2ccccc2)C1=O)Nc1ccccc1 (stereo unspecified),-1,-10,0,-2.2,0.9,-0.6,1.9,-3,-0.4
COc1cccc(N(C(=O)c2ccco2)C(C(=O)NC2CCCC2)c2ccc(N(C)C)cc2)c1 (stereo unspecified),0,11,5,-1.4,1.3,0.6,0.3,3,3.5
CC1(OC(=O)c2ccco2)C(=O)C=C2C=C(C3CC3)OC=C2C1=O (stereo unspecified),-1,6,0,7.4,-2.4,0.2,0.6,2,-1.7
CCCC(=O)Nc1cccc(-c2nc3ccccc3o2)c1,11,2,-1,-1.0,0.3,-2.3,0.7,-5,-1.8
O=c1[nH]c2c(n(C3CCCCC3)c1=O)CCC2,2,10,-3,-0.6,0.8,1.6,0.6,12,-3.0
Cc1cc(=O)nc2c3ccccc3n(CC(=O)NC3CCCCC3)n12,4,-1,-1,0.5,1.1,-0.8,-1.4,-4,-2.1
Cc1ccc(CCNC(=O)C(C)n2nc(C)c3c(C)n(-c4ccccc4)nc3c2=O)cc1 (stereo unspecified),3,-9,-3,-1.6,-1.7,4.1,1.9,1,5.4
OCC[C@H]1C[C@H](O)[C@@H](O)[C@@]2(OCc3ccccc32)O1,1,10,-2,0.2,-0.7,2.2,0.2,-3,-1.0
Cc1ccc(S(=O)(=O)N2CCN(C(=O)CSc3nnc(C)s3)C2)cc1,5,-3,-7,1.3,-1.4,0.4,0.5,-6,1.5
CC1(C)CC(=O)c2c(-c3cccnc3)n[nH]c2C1,-1,9,2,-1.7,0.5,-2.2,2.3,2,0.6
CN(C[C@H](Cc1ccccc1)N(C[C@@H](CC1CCCCC1)N(CCc1ccccc1)N=O)N=O)N=O,0,1,1,-1.3,0.5,4.2,0.0,-6,-2.7
O=C(O)c1cccc(Nc2nc(-c3ccc([N+](=O)[O-])cc3)nc3ccccc23)c1,-1,-1,-5,-0.8,1.5,2.7,0.5,4,·
CC(C)CN(CC(C)C)S(=O)(=O)N1CCC(C(=O)NCc2cccnc2)CC1,2,-7,-6,-1.3,-0.6,-0.3,-0.2,-6,·
O=C(c1cc(-c2ccccc2)on1)N1CCN(C(=O)c2ccco2)CC1,-2,-1,2,-3.1,1.1,0.7,0.8,-3,6.6
Cc1ccc(Cn2nc(C)c(C(=O)NCC(c3ccc(F)cc3)N3CCOCC3)c2Cl)cc1 (stereo unspecified),-3,2,0,-3.5,0.2,-0.9,0.0,-11,4.4
Cc1cc(N2CCN(c3ncccn3)CC2)nc2c(C)cccc12,2,3,-4,-4.6,-1.2,0.7,-0.6,7,-0.8
Cc1ccc(C(=O)N/C(=C\c2cn(C)c3ccccc23)C(=O)N2CCOCC2)cc1,0,25,0,0.2,1.1,-2.8,-1.0,-7,1.1
COC(=O)c1ccc2c(=O)n(NC(=O)C(c3ccccc3)c3ccccc3)c(=S)[nH]c2c1,-1,9,2,-2.6,-0.9,3.0,?,-2,0.4
O=C(NC(=S)Nc1ccccc1N1CCCC1)c1ccccc1[N+](=O)[O-],-2,-3,-2,-0.2,6.1,-0.2,-1.0,-6,·
Cc1nc(C(F)(F)F)ccc1C(=O)N1CCCC(C)(C(=O)O)C1 (stereo unspecified),7,15,-8,-2.2,·,·,-0.3,-2,-0.9
Cc1ccc(C(=O)Nc2ccc(C)c(S(=O)(=O)N3CCOCC3)c2)c(C)c1,1,1,-2,0.4,-1.3,2.1,-0.4,1,-2.1
N#Cc1cc2c(nc1SCC(N)=O)CCCCC2,-1,7,0,-5.3,-0.1,2.1,0.2,-3,2.4
Cc1cc(C)cc(CN2C(=O)NC3(CCCCCC3)C2=O)c1,-1,5,-1,-1.8,2.0,3.4,-3.6,-20,-1.5
Cc1cc(N2CCN(c3ccc(F)cc3)CC2)nc(-c2ccccc2)n1,0,3,-5,-2.7,0.2,-4.2,-0.5,0,0.9
COc1ccc(C(=O)N(C)C2CCCc3ccccc32)cc1OC1CCN(C(C)C)CC1 (stereo unspecified),-1,3,2,-2.0,-0.2,0.8,-3.5,0,-1.0
